Bioassay records from PubChem BioAssay.
KKLEB tox – cytotoxicity in KKLEB CF airway cells, primary screen, cytotoxicity control for CF NF-kB inhibitor project, cell-based, uHTS, fluorescence assay plates. activity change (cytotoxicity), % at 5 µM. 0.36% of 360,000 active. AID 602141, 2011. KKLEB CF airway cells viability, ATPlite luminescence, overnight; active compounds read low; cells stimulated with P. aeruginosa culture filtrate;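 active = corrected activity change at or below -50% at 5 µM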
MITF TRPM1 inh – inhibitors of MITF-dependent TRPM1 promoter reporter, primary screen, cell-based, SK-MEL-5, single point, luciferase; inhibition, % at 12.5 µM; AID 488899, 2010; 0.83% of 330,000 active; SK-MEL-5 TRPM1 promoter luciferase, 24 h;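 active = mean inhibition across replicates of 60% or more, whatever share of single replicates reaches that level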; also: values of inactives mirror those of a sister screen read the other way
NR2E3 ag-1 – inhibitors of NR2E3-RetCOR corepressor binding, primary screen, NR2E3 agonist project, biochemical, TR-FRET, GST-NR2E3, biotin-RetCOR; inhibition of corepressor binding, % at 4.78 µM; AID 2300, 2010; 0.12% of 320,000 active; 1536-well;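 active = percent inhibition above the cutoff of mean plus 3 SD of all tested compounds, set per screening campaign, cut at about 20% in these data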;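 also: 0% = DMSO wells and 100% = biotin wells as full block of FRET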
Target sequence (Q9Y5X4 whole entry, looked up): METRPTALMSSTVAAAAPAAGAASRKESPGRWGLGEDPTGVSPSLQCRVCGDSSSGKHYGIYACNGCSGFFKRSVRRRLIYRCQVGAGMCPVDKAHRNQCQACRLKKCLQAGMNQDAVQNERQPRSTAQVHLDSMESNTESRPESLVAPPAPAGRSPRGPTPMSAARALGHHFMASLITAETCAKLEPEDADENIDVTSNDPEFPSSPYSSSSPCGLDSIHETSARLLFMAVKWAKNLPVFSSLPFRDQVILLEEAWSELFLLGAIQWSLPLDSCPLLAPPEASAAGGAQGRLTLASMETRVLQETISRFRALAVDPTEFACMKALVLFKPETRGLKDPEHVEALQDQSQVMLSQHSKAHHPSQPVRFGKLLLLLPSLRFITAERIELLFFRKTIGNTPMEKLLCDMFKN
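System: GST-tagged NR2E3 plus biotinylated RetCOR corepressor; Buffer or medium: pH 7.5 Tris-based buffer; Probe or stimulus: RetCOR corepressor, biotinylated, 7 nM; Doses: compound at 4.8 µM, single dose; Schedule: 5 h incubation at 4 °C; Technique: time-resolved FRET; Evaluation: percent inhibition of TR-FRET ratio; Replication: one well per compound, singlicate testing.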
aDG glyco up – activators of alpha-DG glycosylation, primary screen, uHTS, Pro5-aDG cells, AlphaScreen. alpha-DG glycosylation AlphaScreen (IIH6); 0% Pro5, 100% B10-LARGE cell signal. activation, % at 10 µM. 0.22% of 360,000 active;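 active = activation of at least 8% versus controls, or a plate z-score of at least 8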;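 also: Pro5 are CHO cells carrying HIG-tagged alpha-DG that lacks glycosylation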
NR2E3 ag-2 – NR2E3 agonists in two-hybrid cells, primary screen, cell-based, luminescence, CHO-S, Gal4-NCOR/VP16-NR2E3. Photoreceptor-specific nuclear receptor (Homo sapiens), Q9Y5X4. luciferase. inhibition of corepressor binding, % at 3.98 µM. 0.35% of 360,000 active. AID 602229, 2012;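 active = inhibition above the mean of all tested compounds plus 3 SD, cut at about 70% in these data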;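 also: 0% = DMSO with NR2E3 transfected cells and 100% = cells lacking NR2E3 construct; higher means lower luciferase signal from less NR2E3 corepressor binding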
Peg3 prom inh – Peg3 promoter-driven luciferase inhibitors, primary screen, cell-based, HeLa, luciferase luminescence; AID 588405, 2011; HeLa PEG-Prom luciferase reporter, overnight; inhibition, % at 20 µM; 1.7% of 360,000 active;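 active = inhibition of at least 50% at 20 µM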
hiPSC survival – enhancers of single-cell hiPSC survival, primary screen, ATPlite luminescence. AID 602274, 2012. survival enhancement, % at 20 µM. 0.044% of 360,000 active. 100% = ROCK inhibitor wells, 0% = DMSO; in the data active = survival enhancement above about 18%;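 also: cells exposed to compounds for 16 hours before the ATP read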
CF NFkB block – inhibitors of PAF-induced NF-kB signaling, primary screen, cell-based, GFP fluorescence, uHTS | KKLEB NF-kB-GFP reporter, GFP fluorescence overnight | inhibition, % at 5 µM | 0.86% of 360,000 active | AID 588850, 2011;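 active = at least 50% inhibition at 5 µM, scaled per plate between neutral and stimulator controls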;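 also: PAF is a Pseudomonas aeruginosa culture filtrate used as stimulus; plate controls were PAF-stimulated DMSO wells for no effect and unstimulated DMSO wells for full effect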
TWEAK-Fn14 inh – inhibitors of TWEAK-Fn14 signaling, primary screen, luciferase reporter cells, uHTS | 2% of 360,000 active | TWEAK-stimulated Fn14 reporter cells, luciferase luminescence, 8 h | inhibition, % at 10 µM; in the data active = inhibition above about 50%
HIF-2a inh – HIF-2a reporter inhibitors, primary screen, luminescence, 786-0 RCC cells; 786-0 RCC cells HIF-2a reporter, luciferase luminescence, overnight; inhibition, % at 18.8 µM; 0.72% of 360,000 active; AID 624352, 2012;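 active = inhibition of the luminescence signal of 40% or more relative to plate controls, in a single-dose primary screen at 18.75 µM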
Shn3 3UTR inh – reduction of Shn3 3'UTR firefly luciferase signal, primary screen, Schnurri-3 inhibitor project, cell-based, Clone20 osteoblasts, set 2 | Clone20 osteoblast Shn3 3'UTR firefly luciferase, 24 h | inhibition, % at 12.5 µM | 0.52% of 360,000 active;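 active = mean inhibition of at least 75% with every replicate also reaching 75%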;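 also: 0% = median of neutral control wells and 100% = pilot-screen positive control compound; some compounds past the cut are filed as inactive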
Active calls of the source: *.

How did O=C(C1CCC(CNS(=O)(=O)c2cccc3cccnc23)CC1)N1CCc2ccccc21 (centres undefined) do in these assays?
KKLEB tox: 7; MITF TRPM1 inh: 17; NR2E3 ag-1: 0; aDG glyco up: 0.3; NR2E3 ag-2: -15; Peg3 prom inh: 31; hiPSC survival: -2.1; CF NFkB block: -21; TWEAK-Fn14 inh: 13; HIF-2a inh: 21; Shn3 3UTR inh: -1

How did CCN(CC)CCn1cnc2c1c(=O)[nH]c(=O)n2Cc1ccccc1 do in these assays?
KKLEB tox: -6; MITF TRPM1 inh: 2; NR2E3 ag-1: 0; aDG glyco up: 0.0; NR2E3 ag-2: 1; Peg3 prom inh: 6; hiPSC survival: 0.4; CF NFkB block: -5; TWEAK-Fn14 inh: 8; HIF-2a inh: 9; Shn3 3UTR inh: -27

How did O=C(Cc1ccc(Cl)cc1)NCCS(=O)(=O)N1CCN(c2ccccc2)CC1 do in these assays?
KKLEB tox: 19; MITF TRPM1 inh: 13; NR2E3 ag-1: 1; aDG glyco up: 0.0; NR2E3 ag-2: -6; Peg3 prom inh: 11; hiPSC survival: 0.1; CF NFkB block: 10; TWEAK-Fn14 inh: 7; HIF-2a inh: 0; Shn3 3UTR inh: 6

Results for CCCc1ccc2oc(C(=O)N3CCN(c4cnccn4)CC3)c(C)c2c1 ?
KKLEB tox: 0; MITF TRPM1 inh: 0; NR2E3 ag-1: 0; aDG glyco up: -0.2; NR2E3 ag-2: -17; Peg3 prom inh: 7; hiPSC survival: -0.3; CF NFkB block: 8; TWEAK-Fn14 inh: -36; HIF-2a inh: -18; Shn3 3UTR inh: 1

How did CC(C)CCn1c(SCCc2ccccc2)nc2c1c(=O)[nH]c(=O)n2C do in these assays?
KKLEB tox: -8; MITF TRPM1 inh: -11; NR2E3 ag-1: -1; aDG glyco up: 0.3; NR2E3 ag-2: -12; Peg3 prom inh: 13; hiPSC survival: -2.3; CF NFkB block: 15; TWEAK-Fn14 inh: 10; HIF-2a inh: 12; Shn3 3UTR inh: 6

How did CCOC(=O)c1c(NC(=O)COC(=O)CCNS(=O)(=O)c2ccccc2)sc(C(=O)N(C)C)c1C do in these assays?
KKLEB tox: 4; MITF TRPM1 inh: -3; aDG glyco up: -0.1; NR2E3 ag-2: -5; Peg3 prom inh: 0; hiPSC survival: 0.8; CF NFkB block: 25; TWEAK-Fn14 inh: -12; HIF-2a inh: -5; Shn3 3UTR inh: 4

What do the screens show for `CCc1nnc(NC(=O)CN2CCCC(C)C2)s1` (centres undefined)?
KKLEB tox: 12; MITF TRPM1 inh: 2; NR2E3 ag-1: 0; aDG glyco up: -0.1; NR2E3 ag-2: -17; Peg3 prom inh: 5; hiPSC survival: 1.4; CF NFkB block: -3; TWEAK-Fn14 inh: 1; HIF-2a inh: 17; Shn3 3UTR inh: -19

How did O=C(Oc1coc(CSc2nnc(NC(=O)c3cccs3)s2)cc1=O)c1ccccc1 do in these assays?
KKLEB tox: -6; MITF TRPM1 inh: -8; NR2E3 ag-1: -2; aDG glyco up: 0.1; NR2E3 ag-2: -23; Peg3 prom inh: 4; hiPSC survival: -0.3; CF NFkB block: 19; TWEAK-Fn14 inh: -16; HIF-2a inh: -11; Shn3 3UTR inh: 1

Results for CC1Cc2ccccc2N1C(=O)Cn1c(=O)oc2cc(S(=O)(=O)N3CCCCC3)ccc21 (centres undefined) ?
KKLEB tox: 12; MITF TRPM1 inh: 16; NR2E3 ag-1: 3; aDG glyco up: 0.0; NR2E3 ag-2: -35; Peg3 prom inh: 9; hiPSC survival: -1.7; CF NFkB block: -10; TWEAK-Fn14 inh: 17; HIF-2a inh: 12; Shn3 3UTR inh: 31

What do the screens show for `CCCN1CCC(=NNC(=O)c2ccc(Br)o2)CC1`?
KKLEB tox: -2; MITF TRPM1 inh: 4; NR2E3 ag-1: -1; aDG glyco up: -0.2; NR2E3 ag-2: -69; Peg3 prom inh: -1; hiPSC survival: -3.2; CF NFkB block: -7; TWEAK-Fn14 inh: 20; HIF-2a inh: -4; Shn3 3UTR inh: -25

As a working copy, part of the list above.
How did O=C(C1CCC(CNS(=O)(=O)c2cccc3cccnc23)CC1)N1CCc2ccccc21 (centres undefined) do in these assays?
KKLEB tox: 7; MITF TRPM1 inh: 17; NR2E3 ag-1: 0; aDG glyco up: 0.3; NR2E3 ag-2: -15; Peg3 prom inh: 31; hiPSC survival: -2.1; CF NFkB block: -21; TWEAK-Fn14 inh: 13; HIF-2a inh: 21; Shn3 3UTR inh: -1

How did CCN(CC)CCn1cnc2c1c(=O)[nH]c(=O)n2Cc1ccccc1 do in these assays?
KKLEB tox: -6; MITF TRPM1 inh: 2; NR2E3 ag-1: 0; aDG glyco up: 0.0; NR2E3 ag-2: 1; Peg3 prom inh: 6; hiPSC survival: 0.4; CF NFkB block: -5; TWEAK-Fn14 inh: 8; HIF-2a inh: 9; Shn3 3UTR inh: -27

(more compounds)
What do the screens show for `Cc1ccc(CC(=O)N2CCN(C(=O)C3CCCO3)CC2)cc1` (centres undefined)?
KKLEB tox: 12; MITF TRPM1 inh: 5; NR2E3 ag-1: 3; aDG glyco up: -0.2; NR2E3 ag-2: -19; Peg3 prom inh: 6; hiPSC survival: 0.1; CF NFkB block: 5; TWEAK-Fn14 inh: 14; HIF-2a inh: 8; Shn3 3UTR inh: -8

How did Cc1ccc(NC(=O)c2cc(-n3cnnc3)ccc2Cl)cc1 do in these assays?
KKLEB tox: 6; MITF TRPM1 inh: 5; NR2E3 ag-1: 1; aDG glyco up: 0.0; NR2E3 ag-2: 31; Peg3 prom inh: 6; hiPSC survival: -1.0; CF NFkB block: -8; TWEAK-Fn14 inh: -15; HIF-2a inh: 9; Shn3 3UTR inh: -40

Results for Cc1ccc(C(=O)c2ccc([N+](=O)[O-])cc2)c(C)c1 ?
KKLEB tox: -2; MITF TRPM1 inh: 19; NR2E3 ag-1: 4; aDG glyco up: 0.2; NR2E3 ag-2: -27; Peg3 prom inh: 4; hiPSC survival: 2.0; CF NFkB block: 6; TWEAK-Fn14 inh: -3; HIF-2a inh: -47; Shn3 3UTR inh: -11

What do the screens show for `O=C1CNC(c2ccccc2)C(c2ccccc2)N1` (centres undefined)?
KKLEB tox: 11; aDG glyco up: 0.0; NR2E3 ag-2: -43; Peg3 prom inh: -1; hiPSC survival: -1.8; CF NFkB block: -12; TWEAK-Fn14 inh: 0; HIF-2a inh: 10; Shn3 3UTR inh: 7

How did Cc1cccn2c(=O)nc(SCC(=O)N3CCC(C)CC3)nc12 do in these assays?
KKLEB tox: -6; MITF TRPM1 inh: 1; NR2E3 ag-1: -1; aDG glyco up: -0.1; NR2E3 ag-2: -23; Peg3 prom inh: -1; hiPSC survival: -0.4; CF NFkB block: 16; TWEAK-Fn14 inh: 3; HIF-2a inh: 6; Shn3 3UTR inh: 2

How did CCS(=O)(=O)N1CCC(C(=O)NCCN2CCN(Cc3ccccc3)CC2)CC1 do in these assays?
KKLEB tox: 0; MITF TRPM1 inh: 1; NR2E3 ag-1: 1; aDG glyco up: -0.2; NR2E3 ag-2: 6; Peg3 prom inh: 15; hiPSC survival: 1.8; CF NFkB block: 9; TWEAK-Fn14 inh: 11; HIF-2a inh: 12; Shn3 3UTR inh: -2

How did CC(CNC(=O)c1cc(Cl)ccc1[N+](=O)[O-])NC(=O)c1cc(Cl)ccc1[N+](=O)[O-] (centres undefined) do in these assays?
KKLEB tox: 4; MITF TRPM1 inh: 14; NR2E3 ag-1: -2; aDG glyco up: -0.1; NR2E3 ag-2: -19; Peg3 prom inh: 16; hiPSC survival: -3.2; CF NFkB block: 4; TWEAK-Fn14 inh: -2; HIF-2a inh: 4; Shn3 3UTR inh: -10

Results for NC(=O)c1c(NC(=O)CN2CCCC2)sc2c1CCCC2 ?
KKLEB tox: -4; MITF TRPM1 inh: -39; NR2E3 ag-1: -1; aDG glyco up: 0.0; NR2E3 ag-2: -6; Peg3 prom inh: -68; hiPSC survival: 1.3; CF NFkB block: 3; TWEAK-Fn14 inh: -21; HIF-2a inh: -115; Shn3 3UTR inh: -28

How did Cc1cc(C)c(S(=O)(=O)NCc2ccc3c(c2)OCO3)cc1C do in these assays?
KKLEB tox: 0; MITF TRPM1 inh: -3; NR2E3 ag-1: 2; aDG glyco up: 0.2; NR2E3 ag-2: -11; Peg3 prom inh: 13; hiPSC survival: 1.1; CF NFkB block: -5; TWEAK-Fn14 inh: -5; HIF-2a inh: 6; Shn3 3UTR inh: 7

How did COc1ccc(/C=C/C(=O)NCCCN2CCCC2)cc1 do in these assays?
KKLEB tox: -1; MITF TRPM1 inh: 9; NR2E3 ag-1: -2; aDG glyco up: -0.1; NR2E3 ag-2: -39; Peg3 prom inh: -4; hiPSC survival: -0.6; CF NFkB block: -8; TWEAK-Fn14 inh: 18; HIF-2a inh: 5; Shn3 3UTR inh: 8

What do the screens show for `FC(F)c1nnc2c(Cl)cc(C(F)(F)F)cn12`?
KKLEB tox: 2; MITF TRPM1 inh: -17; NR2E3 ag-1: 1; aDG glyco up: -0.1; NR2E3 ag-2: -4; Peg3 prom inh: 4; hiPSC survival: 2.1; CF NFkB block: 7; TWEAK-Fn14 inh: -12; HIF-2a inh: 20; Shn3 3UTR inh: 0

How did COc1ccc(-c2noc(CN(C)C(=O)Nc3ccccc3)n2)cc1 do in these assays?
KKLEB tox: 4; MITF TRPM1 inh: 4; NR2E3 ag-1: -2; aDG glyco up: 0.5; NR2E3 ag-2: 26; Peg3 prom inh: 2; hiPSC survival: 0.4; CF NFkB block: -18; TWEAK-Fn14 inh: 5; HIF-2a inh: 3; Shn3 3UTR inh: 16

What do the screens show for `CC(=O)Nc1ccc(Nc2nc(Cl)nc(Nc3ccc(NC(C)=O)cc3)n2)cc1`?
KKLEB tox: -33; MITF TRPM1 inh: 4; NR2E3 ag-1: -3; aDG glyco up: 0.0; NR2E3 ag-2: 10; Peg3 prom inh: 7; hiPSC survival: 0.0; CF NFkB block: 3; TWEAK-Fn14 inh: 1; HIF-2a inh: 13; Shn3 3UTR inh: -4
